# KCNQ2 block = KCNQ2 potassium channel inhibitors, primary screen, cell-based, CHO-K1, FluxOR thallium flux, B-score (AID 2156); 20 min; stronger effect = lower value; B-score at 10 µM; 310,000 tested, 1.1% active;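 active = fluorescence ratio B-score at most minus 3 library SDs, with starting brightness B-score within 2 library SDs, cut at about -5.5 in these data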
# Target sequence (O88943 whole entry, looked up): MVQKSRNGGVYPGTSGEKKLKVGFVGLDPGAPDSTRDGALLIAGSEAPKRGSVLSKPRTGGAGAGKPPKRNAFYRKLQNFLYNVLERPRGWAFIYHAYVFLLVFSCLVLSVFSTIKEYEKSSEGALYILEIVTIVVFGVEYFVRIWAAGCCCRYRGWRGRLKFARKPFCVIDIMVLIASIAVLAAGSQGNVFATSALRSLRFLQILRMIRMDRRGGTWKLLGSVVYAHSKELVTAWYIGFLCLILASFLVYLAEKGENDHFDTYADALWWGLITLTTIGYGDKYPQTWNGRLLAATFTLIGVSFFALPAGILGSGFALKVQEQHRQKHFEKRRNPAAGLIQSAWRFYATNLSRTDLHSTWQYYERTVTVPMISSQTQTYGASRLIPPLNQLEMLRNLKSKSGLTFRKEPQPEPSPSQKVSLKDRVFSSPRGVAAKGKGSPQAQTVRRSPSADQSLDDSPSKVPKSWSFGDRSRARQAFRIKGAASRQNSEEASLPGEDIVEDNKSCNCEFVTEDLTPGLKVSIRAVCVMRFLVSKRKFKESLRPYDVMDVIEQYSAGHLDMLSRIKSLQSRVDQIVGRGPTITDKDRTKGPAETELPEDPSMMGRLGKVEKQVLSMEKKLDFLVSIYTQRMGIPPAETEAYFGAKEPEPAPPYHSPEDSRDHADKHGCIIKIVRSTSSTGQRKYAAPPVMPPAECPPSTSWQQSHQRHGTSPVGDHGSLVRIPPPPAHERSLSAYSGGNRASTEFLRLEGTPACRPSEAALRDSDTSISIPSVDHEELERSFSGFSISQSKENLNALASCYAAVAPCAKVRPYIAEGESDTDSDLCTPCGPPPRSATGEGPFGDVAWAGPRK
# CHT inh = inhibitors of human choline transporter CHT; High affinity choline transporter 1 (Homo sapiens), Q9GZV3; CHT-expressing cells, membrane potential dye, choline response; stronger effect = lower value; B-score at 10 µM; 310,000 tested, 0.86% active; AID 488975, 2010;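 active = B-score over 3 SD under the library average, and starting fluorescence ratio not unusually high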;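 note: choline stimulus applied at its EC90 after an EC20 pre-addition; B-score computed on integrated fluorescence ratio after choline addition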
# Starred values were filed as active, the others as inactive; i = inactive; / = not tested or not shown.
CHT inh	KCNQ2 block	Compound
/	i	CC1=C(C(=O)Nc2cccnc2)C(c2ccc(C(C)C)cc2)n2ncnc2N1 (stereo not given)
i	i	COc1ccccc1N(C)S(=O)(=O)c1ccc(C(=O)OC(C)C(=O)NCc2ccc3c(c2)OCO3)cc1 (stereo not given)
i	i	CCOC(=O)C1Nc2ccc(C)cc2C2C=CCC12 (stereo not given)
i	i	O=C(CSc1nc2ccccc2c(=O)n1CCCN1CCOCC1)Nc1ccc2c(c1)OCO2
i	i	CCN(c1cccc(C(F)(F)F)c1)S(=O)(=O)c1ccc2c(c1)CCN2C(C)=O
i	/	Cc1cc(NC(=O)c2c(Cl)cnn2C)no1
i	i	COc1ccc(CCNCC(=O)Nc2ccc(C)c(S(=O)(=O)N(C)C)c2)cc1
i	i	COc1ccc(NC(=O)COc2cccc(-n3cnnn3)c2)cc1Cl
i	i	CCC(C)NC(=O)CSc1ncnc2sccc12 (stereo not given)
i	i	O=S(N1CCCCCC1)C12CC3CC(CC(C3)C1)C2 (stereo not given)
i	i	COc1cc(CC(=O)Oc2ccc3c(c2)OCO3)cc(OC)c1OC
i	i	CCOC(=O)N1CCN(C(=O)c2ccc(S(=O)(=O)NCc3ccco3)cc2)CC1
i	i	Cc1ccc(C)c(Nc2cc(C)nc3ccccc23)c1
i	i	C=CCn1c(SC)nnc1-c1cccc([N+](=O)[O-])c1
i	i	O=C(O)CNS(=O)(=O)c1ccc2c3c(cccc13)C(=O)N2
i	i	NS(=O)(=O)c1ccc(CCNC(=O)CNC(=O)c2ccc(Oc3ccccc3)cc2)cc1
i	i	Cc1nn(Cc2ccc(Cl)cc2Cl)c(C)c1NC(=O)Cn1nc([N+](=O)[O-])c(Cl)c1C
i	i	CCCCC(O)(C(NC=O)C(=O)OC)C(F)(F)F (stereo not given)
i	i	O=C(CCN1C(=O)S/C(=C/c2ccccc2)C1=O)Nc1ccc(O)c(C(=O)O)c1
i	i	CCCn1c(SCC(=O)Nc2cc(S(=O)(=O)N3CCOCC3)ccc2Cl)n[nH]c1=O
i	i	CC(Oc1ccccc1Cl)C(=O)/C=C/N(C)C (stereo not given)
i	i	O=S(=O)(Nc1ccc(Br)cc1)c1cccc2cccnc12
i	i	CCOC(=O)C1(CC2CCCCO2)CCN(Cc2ccccc2-c2ccco2)CC1 (stereo not given)
i	-6*	Cc1ccc(N2C(=O)c3cccc4c(Oc5ccccc5[N+](=O)[O-])ccc(c34)C2=O)c(C)c1
i	i	CCc1nc(SCc2ccccc2C)n[nH]1
i	i	CC(=O)c1cnn(-c2c(Cl)cc(Cl)cc2Cl)c1C
i	i	CCCCC(=O)Nc1ccc(C(=O)c2ccccc2)cc1
i	i	COc1ccc(C(=O)NC2CCN(CC(=O)Nc3c(C)cccc3C)CC2)cc1OC
i	i	Fc1ccccc1OCCCCN1CCCCC1
i	i	O=C(Cc1cccs1)N/N=C/C=C/c1ccccc1[N+](=O)[O-]
i	i	COc1ccc(NC(=O)c2cccnc2N2CCCC2)cc1
i	i	CCOC(=O)N1CCN(CCC(=O)Nc2cc(OC)ccc2OC)CC1
i	i	O=S(=O)(c1ccc(S(=O)(=O)n2cnc3ccccc32)cc1)N1CCCCCC1
i	i	O=C(O)/C=C/C(=O)Nc1ccc(Cc2ccc(NC(=O)/C=C/C(=O)O)cc2)cc1
i	i	COc1ccccc1N(CC(=O)N/N=C(\C)c1cccc(Br)c1)S(C)(=O)=O
i	i	CCC(=O)N(Cc1ccc(S(N)(=O)=O)cc1)C1CC(=O)N(c2ccc(OC)cc2)C1=O (stereo not given)
i	i	COCCCn1c(=O)/c(=C\c2ccccc2OC(C)C)s/c1=C(/C#N)C(=O)Nc1ccc(C(=O)O)cc1
i	i	O=C(O)C1CCCCC1C(=O)Nc1ccc(OCc2ccccc2)cc1 (stereo not given)
i	i	Cc1cccc(N(CC(=O)NC(C)(C)C)C(=O)CS(=O)CC(=O)Nc2ccc3c(c2)OCO3)c1 (stereo not given)
i	i	CC(=O)Nc1nc(-c2ccccc2)nc(C)c1C(C)=O
i	i	c1ccc(-c2nnc(-c3ccccc3)o2)cc1
i	i	CCOc1ccccc1NC(=O)CC1Nc2cc(C)c(C)cc2NC1=O (stereo not given)
i	i	COCCN(C(=O)CCl)C(C(=O)NC1CCCCC1)c1ccccc1C (stereo not given)
i	i	Cc1nc(Nc2nc(CSc3ccc(Cl)cc3)cc(=O)[nH]2)nc2ccccc12
-5*	i	O=C1NC(=O)/C(=C/c2cccc3ccccc23)S1
i	i	COc1ccc(/C=c2/sc3n(c2=O)NC2(c4ccccc4)N(C)C(=O)N(C)C2(c2ccccc2)N=3)cc1 (stereo not given)
i	i	COc1ccc(-n2nc(C(=O)NCc3cc(OC)ccc3OC)c3c4ccccc4n(C)c3c2=O)cc1
i	i	CCc1noc(C)c1C(=O)Nc1nc2ccc(OC)cc2s1
/	i	COc1cc(C2CC(=O)NC3=C2C(=O)CC(C)(C)C3)ccc1O (stereo not given)
i	i	CCN(CCn1cccn1)Cc1cn[nH]c1-c1ccc(-c2ccccc2)cc1
i	i	Cc1ccc(-c2ccc(=O)n(Cc3ccc(F)cc3Cl)n2)cc1
i	i	CCOC(=O)C1=NOC2C(=O)N(c3ccc(Cl)cc3Cl)C(=O)C12 (stereo not given)
i	i	CCCS(=O)(=O)N1CCCC(C(=O)NC(C)c2ccc3c(c2)OCCO3)C1 (stereo not given)
i	i	CC(C)CNC(=S)NC1CC2CCCC(C1)N2Cc1ccco1 (stereo not given)
i	i	COc1ccccc1N(Cc1cc2ccc(C)cc2[nH]c1=O)C(C)=O
i	i	CC(C)COc1ccc(C(=O)N/N=C/c2ccoc2)cc1
i	i	CCOC(=O)c1oc2ccccc2c1COC(=O)CNC(=O)c1cccc(C)c1
i	i	CCCS(=O)(=O)N1CCC(C(=O)NCc2ccc(F)cc2)CC1
i	i	COc1cccc(/C=N/NC(=O)CC2C(=O)NN=C2C)c1OC (stereo not given)
i	i	Cc1nc2sccn2c1P(c1c(C)nc2sccn12)c1c(C)nc2sccn12

# (continued)
CHT inh	KCNQ2 block	Compound
i	i	CCOCCCNC(=O)C1CCCN(S(=O)(=O)c2cccc3nsnc23)C1 (stereo not given)
i	i	CCC(=O)Nc1cc2c(cc1C(=O)CC)OCCO2
i	i	CCOc1ccc(NC(=O)CSc2nnc(C)n2CC2CCCO2)cc1 (stereo not given)
i	i	NC(=O)CSc1nc2ccccc2nc1SCC(N)=O
i	i	CCN(CC(=O)NC1CC1)S(=O)(=O)c1ccccc1
/	i	O=C(Nc1ccccc1C(=O)N1CCCCCC1)c1cccc(S(=O)(=O)N2CCOCC2)c1
i	i	CN(C)S(=O)(=O)c1ccc(N2CCCC2)c(C(=O)NC(c2ccccc2)c2ccccc2)c1
i	i	COc1cccc(C2CC(C(F)(F)F)n3ncc(C(=O)Nc4c(C)n(C)n(-c5ccccc5)c4=O)c3N2)c1 (stereo not given)
i	i	Cc1cc(Cl)c2oc(C(=O)NC3CCC(O)CC3)c(C)c2c1 (stereo not given)
i	i	O=C(CCc1ccc(S(=O)(=O)NC2CCCCC2)cc1)NCc1ccccn1
i	i	COCCCNC(=S)N(CCO)Cc1cc2cc3c(cc2[nH]c1=O)OCO3
i	i	Cc1c(CN2CCC(CO)(Cc3ccccc3)CC2)c2ccccc2n1C
i	i	COc1ccccc1NC(=O)c1cc(Br)ccc1Cl
i	i	Cc1ccc2oc(C(=O)NCC(c3ccco3)N(C)C)c(C)c2c1 (stereo not given)
i	i	O=C1C2C3C=CC(C3)C2C(=O)N1Cc1ccccc1 (stereo not given)
i	i	CCOC(=O)c1c(NC(=O)CSc2nc3ccccc3c(=O)n2-c2ccccc2)sc(C(C)=O)c1C
i	i	CCC(CC)NCC(O)COc1ccc(Br)cc1 (stereo not given)
i	i	CCOC(=O)c1ccc(CNC(=O)CSc2nnnn2-c2ccc(Cl)cc2)o1
i	i	O=C1C2C3C=CC(C3)C2C(=O)N1CCN1CCN(Cc2ccc([N+](=O)[O-])cc2)CC1 (stereo not given)
i	i	Cc1ccc(C2C(=O)N(C3CCC(C)CC3)CC(=O)N2C2CCCC2)cc1 (stereo not given)
i	i	CC(=O)c1c(Nc2ccccc2)sc(C(=O)c2ccccc2)c1C
i	i	COc1cc(/C=C/C(=O)O)cc(S(=O)(=O)NC2CC2)c1OC
i	i	C/C(=N/OC(=O)c1ccccc1)c1oc(C)nc1C
i	i	O=C(COC(=O)/C=C/c1ccc(C(F)(F)F)cc1)NC1CCS(=O)(=O)C1 (stereo not given)
i	i	CCCC(=O)Nc1c(C(=O)OCC)[nH]c2ccccc12
i	i	CCOC(=O)C1=C(CSc2nc3c(cc2C#N)CN(C)CC3)OC(N)=C(C#N)C1c1ccc(Cl)cc1 (stereo not given)
i	i	COc1ccc(N2CCC(CNC(=S)Nc3cc(C)ccc3C)C2)cc1 (stereo not given)
i	i	Cc1c(/C=N/NC(=O)c2cccnc2)cc(C#N)n1C
i	i	C=C(C)C(=O)Nc1cccc(C2=NOC3(C2)C[C@@H](C(N)=O)N(C(=O)CCCCC)C3)c1 (stereo not given in full)
i	i	O=[N+]([O-])c1ccc(-c2cnc[nH]2)cc1
i	i	CN1C(=O)N(C)C(c2cccc([N+](=O)[O-])c2)C2=C1CCCC2=O (stereo not given)
i	i	COc1ccc(CSc2nnnn2-c2ccc(O)cc2)cc1F
i	/	O=C1NC(c2ccccc2)=C(c2ccccc2)C1=O
i	i	CCn1c(C)c(C)c2cc(C(=O)NCCc3ccco3)ccc21
i	i	CC(C)n1c(N2CCN(C(=O)Nc3ccccc3)CC2)nc2ccccc21
i	i	O=S(=O)(NCC(c1ccc2c(c1)OCO2)N1CCOCC1)c1ccc(F)cc1 (stereo not given)
i	i	COC(=O)c1cc(S(=O)(=O)N2CCN(c3cccc(OC)c3)CC2)cn1C
i	i	CCOc1ccc(NC(=O)N(C2CCCCC2)C(C)c2cccnc2)cc1 (stereo not given)
i	i	COc1cc(C2Nc3ccccc3C(=O)N2NS(C)(=O)=O)c([N+](=O)[O-])cc1OC (stereo not given)
i	i	Cc1ccc(NC(=O)c2cncc(Br)c2)c([N+](=O)[O-])c1
i	i	CCOc1ccc(NS(=O)(=O)c2ccc(NC(=O)C3CCCO3)cc2)cc1 (stereo not given)
i	i	CCn1c(SCC(=O)Nc2cc(C)on2)nnc1-c1cccs1
i	i	C=CCOC(=O)C1=C[C@H](c2ccc(C(F)(F)F)cc2)[C@@H](CCCO)[C@H](OCC)O1
-5*	i	COc1ccc(OCCSc2nnc(C)n2-c2ccccc2)cc1
i	i	O=C(COC(=O)c1ccccc1NS(=O)(=O)c1cc([N+](=O)[O-])ccc1Cl)c1ccccc1
i	i	Nc1nc(SCC(=O)Nc2ccc(OCc3ccccc3)cc2)n[nH]1
i	i	C/C(=N\NC(=O)c1cc(C)nc2ccccc12)c1ccncc1
i	i	COc1cc(C(F)(F)F)c(C(=O)N(C)Cc2ccc(Cl)c(Cl)c2)cn1
i	i	O=C1NC(=O)N(Cc2ccccc2F)C1=O
i	i	O=C(NCc1ccncc1)C(=O)N/N=C/c1cccnc1
i	i	COC(=O)c1cc(-c2ccc(C)o2)nc2ccccc12
i	i	Cc1nc(C)n(C)c(=O)c1-c1ccccc1
i	i	NC1=NC[C@H](Cc2ccccc2)N1CCc1cc(C(F)(F)F)cc(C(F)(F)F)c1
i	i	Cc1ccccc1CSc1n[nH]c(NS(=O)(=O)c2ccccc2)n1
i	i	CCN(CC)CCCNC(=O)c1cn(C)c(=O)c2c1c1ccccc1n2C
i	i	COCCCNC(=O)c1c(N)n(-c2ccccc2)c2nc3ccccc3nc12
i	i	O=C(CSc1nc(-c2ccccc2)c(-c2ccccc2)o1)N1CCOCC1
i	i	COc1ccc(NC(=O)C(NC(=O)c2ccc(C)cc2)c2ccccc2)cc1 (stereo not given)
i	i	CCN(CC)C(=O)CC(c1ccc(F)cc1)c1ccc(OC)cc1 (stereo not given)
i	i	CC(C)C[C@H](CO)Nc1nc(Nc2cccc(Cl)c2)c2ncn(C(C)C)c2n1
i	i	COc1cc([N+](=O)[O-])ccc1NC(=O)Cc1ccc(F)cc1
i	i	COc1ccc2c(c1)-c1nc(/N=C/c3cccc(OC)c3O)sc1CC2
i	i	CC(C)(C)NC(=O)COC(=O)/C=C/c1ccc(F)cc1

# Part of the list above in order of SMILES length, rising.
CHT inh	KCNQ2 block	Compound
i	i	O=C1NC(=O)N(Cc2ccccc2F)C1=O
i	i	Cc1nc(C)n(C)c(=O)c1-c1ccccc1
i	/	O=C1NC(c2ccccc2)=C(c2ccccc2)C1=O
i	i	COc1ccc(CSc2nnnn2-c2ccc(O)cc2)cc1F
i	i	CCn1c(SCC(=O)Nc2cc(C)on2)nnc1-c1cccs1
i	i	C/C(=N\NC(=O)c1cc(C)nc2ccccc12)c1ccncc1
i	i	Nc1nc(SCC(=O)Nc2ccc(OCc3ccccc3)cc2)n[nH]1
i	i	CCOc1ccc(NC(=O)N(C2CCCCC2)C(C)c2cccnc2)cc1 (stereo not given)
i	i	CCN(CC)CCCNC(=O)c1cn(C)c(=O)c2c1c1ccccc1n2C
i	i	COCCCNC(=O)c1c(N)n(-c2ccccc2)c2nc3ccccc3nc12
i	i	CCOc1ccc(NS(=O)(=O)c2ccc(NC(=O)C3CCCO3)cc2)cc1 (stereo not given)
i	i	O=S(=O)(NCC(c1ccc2c(c1)OCO2)N1CCOCC1)c1ccc(F)cc1 (stereo not given)
i	i	CN1C(=O)N(C)C(c2cccc([N+](=O)[O-])c2)C2=C1CCCC2=O (stereo not given)
i	i	COc1cc(C2Nc3ccccc3C(=O)N2NS(C)(=O)=O)c([N+](=O)[O-])cc1OC (stereo not given)
i	i	O=C(COC(=O)c1ccccc1NS(=O)(=O)c1cc([N+](=O)[O-])ccc1Cl)c1ccccc1

# Screening data from PubChem BioAssay.
